STK33 kinase inh = human STK33 kinase inhibition; Q9BYT3; purified STK33, MBP phosphorylation, ADP-Glo luminescence; inhibition, % at 10 µM; 320,000 compounds, 0.073% hits;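 active = inhibition at or above 25%, using the most active replicate where run in duplicate; inactive = inhibition below 25%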
Target sequence (Q9BYT3 whole entry, looked up): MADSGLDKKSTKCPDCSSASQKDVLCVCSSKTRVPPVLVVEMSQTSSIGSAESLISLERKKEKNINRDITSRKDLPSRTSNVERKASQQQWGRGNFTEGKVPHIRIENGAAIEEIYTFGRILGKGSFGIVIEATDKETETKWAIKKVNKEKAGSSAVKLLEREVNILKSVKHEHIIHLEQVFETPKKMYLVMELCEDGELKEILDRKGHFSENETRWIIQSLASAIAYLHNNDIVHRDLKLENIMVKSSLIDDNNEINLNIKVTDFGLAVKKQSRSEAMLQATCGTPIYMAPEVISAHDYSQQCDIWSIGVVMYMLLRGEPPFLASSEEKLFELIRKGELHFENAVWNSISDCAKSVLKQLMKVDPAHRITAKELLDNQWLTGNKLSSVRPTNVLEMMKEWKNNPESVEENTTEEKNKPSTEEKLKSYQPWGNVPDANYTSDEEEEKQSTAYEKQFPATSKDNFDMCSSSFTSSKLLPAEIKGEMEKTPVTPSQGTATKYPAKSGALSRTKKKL
Kir21 block = Kir2.1 (mouse) channel inhibition. P35561. HEK293-Kir2.1, FluxOR thallium flux fluorescence; active compounds read low. 310,000 compounds, 0.85% hits. B-score at 10 µM;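 active = fluorescence ratio B-score at or below minus 3 SD of library scores, with starting-brightness B-score within 2 SD, cut at about -4.2 in these data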;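 also: channel flux triggered by added potassium and thallium sulfate stimulus; B-score of peak minus minimum fluorescence over baseline after thallium stimulus; more negative B-score means stronger Kir2.1 block with less thallium influx; some compounds called inactive have numbers as strong as hits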
Target sequence (P35561 whole entry, looked up): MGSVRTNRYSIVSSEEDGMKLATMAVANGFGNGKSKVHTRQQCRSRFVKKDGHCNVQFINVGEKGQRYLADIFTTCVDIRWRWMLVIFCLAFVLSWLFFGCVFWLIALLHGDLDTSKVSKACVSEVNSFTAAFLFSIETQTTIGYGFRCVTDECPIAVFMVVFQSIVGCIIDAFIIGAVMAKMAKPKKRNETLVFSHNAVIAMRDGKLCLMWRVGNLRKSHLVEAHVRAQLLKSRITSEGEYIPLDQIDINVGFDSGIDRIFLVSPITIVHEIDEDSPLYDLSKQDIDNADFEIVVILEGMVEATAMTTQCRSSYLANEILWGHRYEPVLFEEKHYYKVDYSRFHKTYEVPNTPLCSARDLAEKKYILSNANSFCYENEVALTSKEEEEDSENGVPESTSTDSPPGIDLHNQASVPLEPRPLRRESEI
Numbers without * were called inactive; / = no result given.

Structure,STK33 kinase inh,Kir21 block
CCc1ccc(-n2c(=O)c3ccc(C(=O)NCCc4ccccc4)cc3n(CC(N)=O)c2=O)cc1,-0.9,0.59
Cc1cc(Cl)ccc1OCC(=O)Nc1cccc(S(=O)(=O)NC2=NCCCCC2)c1,0.1,-1.4
O=C(COc1ccc(Cl)cc1)NCc1nnc(SCC(=O)NCCc2ccccc2)o1,1.1,1.8
CC(=O)Nc1ccc(S(=O)(=O)NCCNC(=O)c2ccccc2F)cc1,0.6,0.34
O=C(NCCCN1CCOCC1)c1cc2c(s1)CCC2,-0.5,0.73
Cc1cc(C)cc(NS(=O)(=O)c2cc(C(=O)NCc3ccccn3)ccc2Cl)c1,-0.2,0.27
COc1ccc(N=C2S/C(=C\c3ccco3)C(=O)N2CC(C)C)cc1,-0.1,-1.1
CSc1nc2c(c(=O)[nH]1)C(c1ccc(F)cc1)CC(=O)N2 (stereo not given),0.4,-0.14
CC(NC(=O)c1ccc2c(c1)OCO2)C(c1cccs1)N1CCN(c2ccccc2)CC1 (stereo not given),0.0,1.2
Fc1cc(F)c2nc(N3CCOCC3)sc2c1,/,0.85
C/C(CCc1ccccc1)=N\NC(=O)C1C2CCCCC21 (stereo not given),0.6,-0.63
CC(=O)c1ccc(N=Nc2ccc(N)cc2)cc1,-0.6,-0.01
CCCn1nnc(NC(=O)c2ccc(OCC)c(Cl)c2)n1,-0.8,3.2
Cc1ccc(C)c(NC(=O)COc2cccc3c2CCN(Cc2ccccc2C)C3=O)c1,1.2,0.45
C/C(=N\NC(=O)CCn1nnc2ccccc21)c1ccco1,-0.5,0

Brought forward from above: 7 entries, then new ones.
Structure,STK33 kinase inh,Kir21 block
CC(NC(=O)c1ccc2c(c1)OCO2)C(c1cccs1)N1CCN(c2ccccc2)CC1 (stereo not given),0.0,1.2
Fc1cc(F)c2nc(N3CCOCC3)sc2c1,/,0.85
C/C(CCc1ccccc1)=N\NC(=O)C1C2CCCCC21 (stereo not given),0.6,-0.63
CC(=O)c1ccc(N=Nc2ccc(N)cc2)cc1,-0.6,-0.01
CCCn1nnc(NC(=O)c2ccc(OCC)c(Cl)c2)n1,-0.8,3.2
Cc1ccc(C)c(NC(=O)COc2cccc3c2CCN(Cc2ccccc2C)C3=O)c1,1.2,0.45
C/C(=N\NC(=O)CCn1nnc2ccccc21)c1ccco1,-0.5,0
C=CCNc1nc(Nc2ccc(OC)cc2)nc(OC)n1,4.0,1.1
Cc1ccc(S(=O)(=O)N(C)C)cc1N,-2.0,-0.14
COc1ccc(/C=C2\SC(=S)N(CCC(=O)Nc3ccc(O)cc3)C2=O)cc1,-1.4,-1.4
O=S(=O)(N1CCOCC1)n1nnc2ccccc21,0.1,-0.02
CN(c1cccc(NS(=O)(=O)c2cccc([N+](=O)[O-])c2)c1)S(C)(=O)=O,-1.9,-2.1
COc1ccc(NC(=O)CN2C(=O)NC(C)(c3ccc4c(c3)OCCO4)C2=O)cc1S(N)(=O)=O (stereo not given),-0.5,/
CC1CCc2c(sc(/N=C/c3cccnc3)c2C(N)=O)C1 (stereo not given),-0.5,0.3
Cc1noc(C)c1S(=O)(=O)N1CCC(C(=O)Nc2ccc(OC(F)(F)F)cc2)CC1,-1.2,0.07
O=C1/C(=C/C=C/c2ccco2)SC(=S)N1NS(=O)(=O)c1ccccc1,5.3,/
C/C(=C\C(=O)c1ccc(Br)cc1)NCc1ccccc1,-0.3,-0.56
CC(=O)Oc1ccccc1/C=C/c1nc2ccccc2c(=O)o1,-0.2,-0.57
Cc1nn(C)cc1CN(C)C(=O)c1sc2cccc(Cl)c2c1Cl,-0.6,-0.06
COc1cccc(-c2nnc(-c3ccc(C(F)(F)F)cc3)o2)c1OC,-1.3,-1.9
Cc1cccc2cccnc12,-1.6,/
COc1ccc(N=Cc2c(O)ccc3ccccc23)cc1,6.1,0.4
Cc1cccc2nc(CSCc3ccco3)cn12,-0.1,0.13
O=C(CSc1nc2c(c(C(F)(F)F)n1)CCc1ccccc1-2)NCc1ccccc1,-1.1,1.7
Cc1ccc2nc(NC(=O)COC(=O)c3ccc(Br)o3)sc2c1,3.0,/
Cc1nc2nc(-c3ccccc3)[nH]n2c(=O)c1Cc1ccccc1,-1.5,/
Cc1ccc(NC(=O)NC(=O)COc2ccccc2C(N)=O)c(C)c1,0.3,/
CN(C)CCCNc1oc(-c2cccc(Cl)c2)nc1C#N,-0.7,-0.77
COc1ccc(NC(=O)N2CCc3cc(OC)c(OC)cc3C2)cc1,-1.0,-0.79
Cc1nc(C#N)c(N/N=C/c2c(F)cccc2Cl)o1,0.2,0.73
Cc1ccc(OCC(=O)Nc2cc(NC(=O)COc3ccc(C)c(C)c3)cc(C(=O)O)c2)cc1C,-2.9,1.2
CC(C)(C)C1C/C(=C/c2ccco2)C(=O)/C(=C/c2ccco2)C1 (stereo not given),-1.5,/
CCOC(=O)c1ccc(NC(=O)N2CCN(C(=O)C3CCCO3)CC2)cc1 (stereo not given),-0.3,0.17
CCn1c(SCC(=O)N2CCCCC2C)nnc1-c1ccc(S(=O)(=O)N2CCN(C)CC2)cc1 (stereo not given),-1.0,0.11
CCN(CC)CC1(O)CCN(C(=O)c2ccc(Cl)c(Cl)c2)CC1,3.3,0.09
Cc1ccc(CN2CC(C(=O)N3CC=C(c4ccccc4)CC3)CC2=O)cc1 (stereo not given),-2.5,-0.25
CCCCNC(=O)c1ccccc1SCc1c(C)noc1C,1.9,0.7
CC(NC(=O)C1CC12CCC2)c1ccccc1 (stereo not given),0.5,-1.1
COc1ccc(N2C(=O)C(CC(N)=O)N(NC(=O)c3cccc(OC)c3)C2=S)cc1 (stereo not given),-0.9,0.45
Cc1cc(-n2c(=S)sc3c(=O)n(-c4ccc(F)cc4)c(SCC(=O)O)nc32)ccc1Cl,-1.8,2.3
Cc1cc(NC(=O)CSc2nc(-c3cccs3)nc3ccccc23)no1,-0.4,/
Cc1nc2sc(C(c3ccc(Cl)cc3)N3CCN(c4ccccc4F)CC3)c(O)n2n1 (stereo not given),-2.0,1.8
Cc1cc(C)c2c(-n3cccc3)c(C(=O)NNS(=O)(=O)c3ccc(F)cc3)sc2n1,3.8,0.31
Cc1cc2ncc(C(=O)N=CN(C)C)cn2n1,-0.1,1.1
COc1ccc(/C=C2\SC(=O)N=C2N)cc1OC,-0.3,0.54
Cc1cc(-n2c(SCCC#N)nnc2-c2cccnc2)ccc1Cl,-0.3,0.59
O=C(O)COc1ccccc1/C=C1\SC(=Nc2ccc(F)cc2)N(c2ccc(F)cc2)C1=O,-4.3,-0.02
CCCn1c(SCC(=O)Nc2ccccc2Cl)n[nH]c1=O,-0.4,-1.1
Cc1nnc(SCC(=O)NCc2cccs2)[nH]c1=O,-1.2,-0.2
O=C(NC(=O)N1CCCCC1)c1ccc(Cl)cc1,-0.4,-0.5
CCOC(=O)C1CCN(Cc2cnc(Oc3ccc(N)cc3)s2)CC1,-0.1,0.3
COc1ccc(N(CC(=O)Nc2ccccc2SC)S(C)(=O)=O)cc1OC,-0.8,0.53
Cc1nc(Nc2ccccc2)[nH]c(=O)c1CCC(C)C,-0.7,-2.1
COCCN(C(=O)CSc1ncc(C(F)(F)F)cc1Cl)c1c(N)n(Cc2ccccc2)c(=O)[nH]c1=O,0.3,3.1
ClC(CCN1CCN(Cc2ccccc2)CC1)c1ccccc1 (stereo not given),-1.3,0.49
COc1cc(/C=C/C(=O)O)cc(S(=O)(=O)NC2CC2)c1OC,-0.1,0
CN(C)CCCN(C(=O)COc1ccc(Cl)cc1)c1nc2c(F)cccc2s1,-0.7,0.96
CCN(CC)CCCNC(=O)Cn1cnc2sc(C)c(S(=O)(=O)N3CCN(c4ncccn4)CC3)c2c1=O,-2.1,1.4
CCN(CC)S(=O)(=O)c1cccc(-c2nnc(-c3ccc(C)cc3)o2)c1,-0.7,0.35
CC(=O)Nc1ccc(NC(=O)CSc2nnc(NC(=O)c3ccco3)s2)cc1,-1.0,0.26
O=C(NC1CCCCC1)NC12CC3CC(CC(C3)C1)C2,-0.9,1.9
COc1ccc(N(CC(=O)N2CCc3ccccc3C2)S(C)(=O)=O)cc1OC,-0.8,1.6
OCC1OC(n2cnc3c(NC4CCCC4)ncnc32)C(O)C1O (stereo not given),0.5,0.28
C=CCNCCCCOc1ccc(C)cc1[N+](=O)[O-],-0.8,-0.03
O=C(Cn1ncc2c1-c1ccccc1OC2)N1CCN(Cc2ccccc2)CC1,0.8,-0.45
CCCCN(C(=O)CSc1nc(CCC)cc(=O)[nH]1)c1c(N)n(Cc2ccccc2)c(=O)[nH]c1=O,0.6,/
Cc1nc(CCNC(=O)CC2C(=O)NCCN2Cc2ccoc2)nc2c1CCCC2 (stereo not given),-2.1,-0.12

Following part.
Structure,STK33 kinase inh,Kir21 block
COc1ccc(CNCCC(c2ccc(F)cc2)c2ccc(OC(C)C)cc2)cc1OC (stereo not given),-1.6,-9*
CN(Cc1ccccc1)C(=O)CSc1nc2ccccc2[nH]1,0.1,-0.14
CCC/C(=N\NC(=O)c1ccc(CSc2nncn2C)cc1)c1ccccc1,0.0,1.1
C[C@@]12CCC=C[C@H]1[C@H](c1ccc3ccccc3c1)N(Cc1ccccc1)C2=O,0.1,-1.6
Cc1noc(C)c1C(=O)OCC(=O)Nc1cccc(S(N)(=O)=O)c1,0.5,1.3
COc1cccc(-c2cc(C(=O)Nc3cnn(Cc4ccc(F)cc4)c3)no2)c1,0.8,0.94
Cc1ccc(NC(=O)C2CCC(=O)N2C(=O)OCc2ccccc2)cc1 (stereo not given),0.7,-0.66
CC(=O)Nc1ccc(S(=O)(=O)N(C)CC(=O)OCC(=O)N2CCc3ccccc32)cc1,-0.7,-1.1
COc1ccc(Br)cc1CNC(=O)Cc1c(C(=O)O)[nH]c2ccc(Cl)cc12,-0.7,0.04
COc1ccccc1-n1cnc2cc(NC(=O)c3ccco3)ccc21,0.9,0.39
COc1ccccc1C1C(C#N)=C(N)Oc2cc(C)n(CCCn3ccnc3)c(=O)c21 (stereo not given),-1.4,-1.3
O=C(CSc1nc(-c2ccc(F)cc2)cc(C(F)(F)F)n1)NCc1cccs1,-0.1,-1.3
COc1ccc(CC(=O)NCC(=O)Nc2ccccc2Br)cc1,3.3,0.93
Nc1c(C(=O)Nc2cccc(Cl)c2Cl)sc2nc(-c3cccnc3)ccc12,-0.2,-0.33
CC(=O)C(Sc1nnnn1-c1ccccc1)C(C)=O,-0.3,0.04
c1cc(-c2nsc(-c3ccncc3)n2)ccn1,3.1,1.6
O=C(Nc1cc(S(=O)(=O)N2CCOCC2)ccc1N1CCOCC1)c1ccc(S(=O)(=O)N2CCCCC2)cc1,-1.5,-0.16
COc1cc(NC(=O)c2ccc(C)cc2)ccc1NC(=O)c1cc2ccccc2o1,-0.8,0.08
O=C(NCCc1ccc(F)cc1)c1cc(=O)c2ccccc2o1,-0.4,1.1
Cc1cc2c(=O)n(C)c(SCC(=O)c3cc4ccccc4o3)nc2s1,0.2,0.03
O=C(NCc1ccc2c(c1)OCO2)c1ccc(CS(=O)(=O)c2ccc(Br)cc2)o1,-1.2,-2.4
COCCN(C(=O)c1cc2c(s1)CCCCC2)c1c(N)n(CC(C)C)c(=O)[nH]c1=O,-0.7,/
CC(C)(C)C(=O)NNC(=O)c1cc(C(C)(C)C)nn1Cc1ccccc1,-1.1,-0.14
CCCN(C(=O)CSc1nc2cc(S(=O)(=O)N(CC)CC)ccc2o1)C1CCS(=O)(=O)C1 (stereo not given),/,-0.82
C=CCc1c(C)c(C#N)c2nc3ccccc3n2c1NCCN(C)C,-0.4,-0.64
COc1ccc(Cn2nnnc2C(c2ccc(F)cc2)N2CCN(C3CCCC3)CC2)cc1 (stereo not given),-2.0,-1.9
COc1cc(C(=O)OCCc2c(C)nc3nc[nH]n3c2=O)cc(OC)c1OC,0.0,0.2
COc1cc2c(cc1OC)CN(C(=O)CSc1nc3[nH]ncc3c(=O)n1-c1ccccc1)CC2,-0.8,-0.42
Cc1ccc(-c2nnn(CC(=O)N(c3ccc(F)cc3)C(C(=O)NC3CCCC3)c3ccco3)n2)o1 (stereo not given),-1.5,0.14
O=C(COC(=O)CCSc1ccccc1Cl)Nc1ccc(F)cc1F,-1.0,-0.47
C=CCNCCOc1ccc(C)cc1[N+](=O)[O-],-2.3,-2.6
Cc1nn(-c2ccc(C(=O)OC(C)C)cc2)c(C)c1[N+](=O)[O-],-0.8,0.35
O=C(Nc1cc(S(=O)(=O)N2CCOCC2)ccc1N1CCCCC1)c1ccc(Cl)cc1,-0.9,/
CCOc1ccc2nc(N3CCCCCC3)sc2c1,-0.2,3.8
CCCCCn1c(Sc2ccccc2)nc2c1c(=O)[nH]c(=O)n2C,-0.2,-0.59
CN(CC(=O)Nc1ccc(F)c(F)c1F)C(=O)CN1C(=O)NC2(CCCC2)C1=O,-1.6,0.83
Nc1nc(CN2CCCCCC2)nc(Nc2ccccc2)n1,-0.2,2.9
COC(=O)c1cc(=O)nc2scc(C)n12,-0.3,-1.4
Cc1nnc(SCC(=O)Nc2cccc(S(=O)(=O)N3CCCCC3)c2)s1,0.1,/
C/C(=N\NC(=O)c1cccc(N2CCCC2=O)c1)c1ccc(N)cc1,/,-0.06

Screens (PubChem)
